# Bioassay records: PubChem BioAssay, Sanford-Burnham Center for Chemical Genomics
# A3A deaminase = inhibitors of human APOBEC3A DNA deaminase | P31941 | recombinant A3A, FAM/TAMRA ssDNA deamination fluorescence | inhibition, % at 20 µM | 330,000 tested, 0.41% active;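 active means at least 40% inhibition at 20 µM here, with at most 30% in a related deaminase screen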;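 further: plate controls were A3A with DMSO for no effect and wells lacking A3A enzyme for full effect; some results filed as inactive read as strong as hits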
# Target sequence (P31941 whole entry, looked up): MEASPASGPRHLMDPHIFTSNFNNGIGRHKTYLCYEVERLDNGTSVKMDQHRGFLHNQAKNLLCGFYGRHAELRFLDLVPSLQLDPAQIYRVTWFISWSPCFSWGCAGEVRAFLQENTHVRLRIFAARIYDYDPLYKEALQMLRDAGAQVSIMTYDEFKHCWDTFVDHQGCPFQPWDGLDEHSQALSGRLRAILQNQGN
# hIAP inh = human IAP inhibition; P09923; purified IAP, CDP-Star luminescence, 30 min; inhibition, % at 10 µM; 330,000 tested, 0.12% active;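 active means inhibition reaching a set limit with compound at 10 µM in the primary screen, cut at about 35% in these data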;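 further: plate controls were DMSO wells with enzyme for no effect and no-enzyme buffer wells for full effect; values of inactives mirror those of a sister screen read the other way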
# mIAP activ = mouse IAP activation | AID 2805 | activation factor at 10 µM | muIAP, CDP-Star luminescence, 30 min; hits give high values; 1 = vehicle-only enzyme signal, 0 = enzyme-free wells | 330,000 tested, 0.24% active;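 active means activation factor of at least 2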; further: the source names both 10 and 20 µM as test concentration; values of inactives mirror those of a sister screen read the other way
#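 Assay system: mouse IAP enzyme; Reagent: CDP-Star chemiluminescent phosphatase substrate; Compound: DMSO-dissolved test compounds; Incubation: 30 min, room temperature; Technique: luminescence from enzymatic CDP-Star hydrolysis; Controls: DMSO-only wells and no-enzyme negative control.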
# PfGluPho inh = PfG6PD (Plasmodium falciparum) enzyme inhibition | PfGluPho enzyme, NADPH resazurin-diaphorase fluorescence | inhibition, % at 20 µM | 350,000 tested, 0.78% active | AID 504690;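 active means inhibition reaching at least a set limit at 20 µM in the primary screen, cut at about 59% in these data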;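 further: 0% = DMSO wells with substrate and 100% = DMSO wells lacking glucose-6-phosphate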
# HKDC1 inhibitor = HKDC1 (human) hexokinase inhibition. Q2TB90. recombinant HKDC1, G6PDH/diaphorase resazurin coupled fluorescence. inhibition, % at 20 µM. 340,000 tested, 0.16% active. AID 493160;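 active means inhibition above about 35% when tested at 20 µM, limit read from the data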;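 further: plate controls were DMSO wells with enzyme for no effect and DMSO wells lacking enzyme for full effect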
#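 Material: recombinant HKDC1 hexokinase; Amount: HKDC1 at 5 µg/mL; Medium: Tris pH 8.0 buffer with MgCl2, Tween-20, BSA, BME; Schedule: 90 min reaction incubation at room temperature, dark; Technique: coupled resazurin fluorescence, excitation 525 nm, emission 613 nm.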
# hIAP act = human IAP activation | purified human IAP, CDP-Star luminescence, 30 min; hits give high values; 1 = vehicle-only enzyme, 0 = enzyme-free background | activation factor at 10 µM | 330,000 tested, 0.16% active;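 active means activation factor of the enzyme at least 2-fold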; further: the source names both 10 and 20 µM as test concentration; values of inactives mirror those of a sister screen read the other way
# mIAP inh = blocks mouse intestinal alkaline phosphatase; purified mouse IAP, CDP-Star luminescence, 30 min; inhibition, % at 10 µM; 330,000 tested, 0.2% active;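 active means inhibition of at least 40% at 10 µM in the primary screen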;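 further: plate controls were DMSO with enzyme for no effect and no enzyme wells for full effect; values of inactives mirror those of a sister screen read the other way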
# ATG4B inh = inhibitors of human ATG4B cysteine protease; ATG4B cleavage of LC3-PLA2, NBD-HPC fluorescence, 1 h; inhibition, % at 8.33 µM; 340,000 tested, 0.51% active; in the data active means inhibition above about 40%
# Target sequence (Q9Y4P1 whole entry, looked up): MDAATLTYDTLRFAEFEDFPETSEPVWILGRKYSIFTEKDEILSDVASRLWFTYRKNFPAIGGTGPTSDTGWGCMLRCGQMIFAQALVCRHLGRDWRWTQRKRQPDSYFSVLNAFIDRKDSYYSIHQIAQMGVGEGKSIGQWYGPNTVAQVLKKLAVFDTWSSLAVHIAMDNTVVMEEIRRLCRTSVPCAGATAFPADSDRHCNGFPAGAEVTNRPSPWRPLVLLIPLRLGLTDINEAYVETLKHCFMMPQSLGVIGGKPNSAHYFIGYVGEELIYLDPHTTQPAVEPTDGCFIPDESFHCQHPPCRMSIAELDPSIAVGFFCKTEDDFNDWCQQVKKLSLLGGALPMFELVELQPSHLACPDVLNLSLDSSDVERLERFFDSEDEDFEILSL
# * marks the source's active call; other numbers are inactive results; · = not tested or not shown.
# Every second line gives: A3A deaminase	hIAP inh	mIAP activ	PfGluPho inh	HKDC1 inhibitor	hIAP act	mIAP inh	ATG4B inh
- Cc1ccc2cc(NC(=O)c3ccccc3C)ccc2n1
 : 1.6	12.6	1.04	12.9	-0.1	0.874	-3.7	0.4
- O=C(c1ccc(Cl)cc1Cl)N1CCN(c2ccc(N3CCOCC3)nn2)CC1
 : -2.9	-4.9	1.07	-0.5	-3.9	1.05	-7.5	-3.9
- CC(Oc1ccc(Br)cc1Br)C(=O)NC1CCCC1 (stereo not given)
 : -0.2	-14.2	1.23	·	·	1.14	-23.3	·
- CN(C)c1ccc(/C=C2\CCCCC2=O)cc1
 : -1.9	11.0	0.924	19.6	3.6	0.89	7.6	8.9
- CC(C)(C)OC(=O)NCCCCCNC(=O)c1[nH]cnc1C(=O)Nc1ccon1
 : -5.1	-104.9	0.886	-13.8	-2.8	2.05*	11.4	-5.4
- CCN(C(=O)Cn1c(=O)oc2ccccc21)c1cccc(C(F)(F)F)c1
 : 1.9	17.9	0.814	2.0	-2.8	0.821	18.6	-9.1
- CC1=CN2CC(O)CN=C2C=C1 (stereo not given)
 : 10.8	9.1	0.982	-1.4	-1.2	0.909	1.8	10.8
- COC(=O)c1nnn(Cc2ccccc2)c1N
 : 7.9	3.2	0.984	-19.9	-10.1	0.968	1.6	-11.2
- CN(c1ccccc1)S(=O)(=O)c1ccc(C(=O)Nc2nccs2)cc1
 : -3.7	-5.5	0.979	3.0	2.2	1.05	2.1	5.8
- Brc1ccc(OCc2nc3ccccc3[nH]2)cc1
 : -2.1	-10.5	0.971	-22.9	13.5	1.1	2.9	6.5
- CCOC(=O)c1nnn(CC(=O)Nc2cc(F)ccc2F)c1C(=O)OCC
 : -0.4	-5.6	1.03	1.0	1.1	1.06	-3.0	-9.1
- CCCn1nnc(NC(=O)C(C)C)n1
 : 1.2	-6.3	0.864	4.4	-6.8	1.06	13.6	-9.7
- CCOc1ccc(C(=O)N(CN2CCCC2=O)c2ccc(C)cc2)cc1
 : -0.8	-15.2	0.956	-7.5	-10.6	1.15	4.4	-9.6
- O=C(CCCN1C(=O)C(c2ccccc2)Oc2cccnc21)NCCc1ccc(Cl)cc1 (stereo not given)
 : -4.5	-17.8	1.14	6.8	-1.4	1.18	-13.6	29.1
- COCCN(C(=O)/C=C/c1ccccc1)c1nnc(-c2cccnc2)s1
 : -1.3	13.5	1.06	-1.9	4.8	0.865	-5.7	3.4
- CCc1nc2c(c(=O)c3ccccc3n2C)c(=O)n1-c1ccc(F)cc1
 : 0.5	18.8	0.991	53.4	48.1*	0.812	0.9	-3.5
- Cc1cc2cc(CCNC(=O)C(=O)c3c[nH]c4ccccc34)c(=O)[nH]c2cc1C
 : 5.5	-16.2	0.886	27.2	27.0	1.16	11.4	-15.9
- CCOc1cc(C(=O)Nc2ccc(S(=O)(=O)Nc3onc(C)c3C)cc2)cc(OCC)c1OCC
 : -5.2	-13.3	1	-5.6	-7.4	1.13	-0.4	-4.6
- CC(=O)Nc1ccccc1C(F)(F)F
 : -1.8	4.5	0.937	0.8	1.6	0.955	6.3	-5.3
- C[C@]12c3[nH]c4ccc(Cl)cc4c3CCN1C(=O)[C@@H](CC(=O)NCc1ccco1)C[C@@H]2C(=O)N1CCOCC1
 : -0.7	·	1.07	7.3	1.0	·	-7.0	-9.8
- CC(C)(C)NC(=O)NC(=O)COC(=O)Cc1coc2ccc3ccccc3c12
 : 2.9	16.5	0.946	29.1	1.0	0.835	5.4	-20.6
- Cc1cc(C)cc(NS(=O)(=O)c2ccc3[nH]cc(C(=O)N4CCc5ccccc54)c(=O)c3c2)c1
 : 3.2	-5.3	1.03	-45.6	15.1	1.05	-3.2	-2.2
- CC(=O)Nc1cccc(NC(=O)C2CC3CCC2C3)c1 (stereo not given)
 : -0.4	-12.9	1.01	-5.7	-3.4	1.13	-0.9	-6.4
- N#Cc1ccc(COc2ccc(CCO)cc2-n2nc3ccccc3n2)cc1
 : -2.3	11.4	0.968	8.6	-6.4	0.886	3.2	-8.4
- CCOc1cc(/C=N/Nc2nc(N3CCCC3)nc(N3CCCC3)n2)ccc1O
 : -1.0	-7.7	0.908	5.4	2.9	1.08	9.2	-11.0
- CCC(=O)c1ccc(OCC(=O)N2CCc3cc(OC)c(OC)cc3C2)cc1
 : 8.7	8.7	1.08	-3.6	3.6	0.913	-8.1	-8.5
- O=C(NCCOC(=O)C1COc2ccccc2O1)c1cccnc1 (stereo not given)
 : -0.5	-17.7	1.01	-5.8	2.1	1.18	-1.2	-7.2
- CS(=O)(=O)c1[nH]nc(-c2ccccc2)c1C#N
 : -2.9	7.2	1	-11.8	-3.1	0.928	-0.5	-6.6
- CNC(=O)c1ccsc1NC(=O)c1ccc(S(=O)(=O)N2CCc3ccccc32)cc1
 : -3.3	7.2	0.959	34.4	-0.3	0.928	4.1	-15.9
- Cn1c(=O)c2c(nc(CN3CCOCC3)n2CC(O)CO)n(C)c1=O (stereo not given)
 : -2.2	-7.2	1.03	-7.6	-3.2	1.07	-2.8	-1.7
- COCCNC(=O)c1ccc2c(c1)nc(C)n2-c1cccc(F)c1
 : -1.5	-1.7	0.996	-10.6	-2.4	1.02	0.4	-0.4
- O=C(CN1C(=O)c2cccnc2Oc2ccc(Cl)cc21)N1CCOCC1
 : -7.7	8.2	0.865	0.5	-3.3	0.918	13.5	5.9
- Cc1ccsc1/C=N/NC(=O)CNC(=O)c1c(F)cccc1Cl
 : -4.5	-10.8	0.968	6.0	4.7	1.11	3.2	12.9
- O=C(Cc1coc2cc3c(cc12)CCC3)NCC1(N2CCCCC2)CCCCC1
 : -1.1	-13.4	1.04	1.2	7.3	1.13	-4.1	-1.9
- CC(C)(C)OC(=O)N1CCC(c2c(C(=O)N3CCN(C4CCCCC4)CC3)cnn2-c2ccccc2)CC1
 : 4.0	-7.4	0.944	-2.3	-1.5	1.07	5.6	-2.4
- COC(=O)c1ccc(NC(=O)N2CCOCC2)cc1
 : 0.2	-11.9	1.14	5.8	-1.1	1.12	-14.4	-3.7
- O=C(CCN1CCOCC1)Nc1cccc(Br)c1
 : 0.7	1.2	0.837	-6.3	0.1	0.988	16.3	-9.2
- CCOC(=O)C1CCN(C(=S)Nc2cc(C)ccc2C)CC1
 : 1.8	-15.4	0.984	13.6	-8.7	1.15	1.6	0.1
- O=C(COn1nnc2ccc(Cl)cc21)NC12CC3CC(CC(C3)C1)C2
 : -1.0	8.2	0.995	7.9	5.0	0.918	0.5	-2.8
- CCCSc1ncnc2sc(C)c(C)c12
 : 1.1	-1.0	1.06	-14.5	-3.2	1.01	-5.7	7.7
- CS(=O)(=O)N1N=C(c2cccs2)CC1c1ccc(Cl)o1 (stereo not given)
 : 2.3	-1.5	0.968	4.7	0.4	1.01	3.2	-3.6
- Cc1c(CCO)c(=O)n(C)n1C(=O)c1ccc(F)cc1
 : -3.1	-3.4	0.939	-55.8	-9.8	1.03	6.1	-1.3
- Cc1ccc(NC(=S)NNC(=O)Cn2nc(C(F)F)cc2C(F)F)cc1
 : -3.4	-57.4	1.01	1.8	9.0	1.57	-1.2	-1.1
- CCC(C)N1C(=O)S/C(=C/c2ccc(N3CCOCC3)cc2C)C1=O (stereo not given)
 : -3.4	10.4	0.795	2.0	-6.7	0.896	20.5	2.0
- COc1ccc(CN2C(=O)c3ccccc3C2C(=O)NC2CCCC2)c(OC)c1 (stereo not given)
 : -3.2	-5.8	1.01	0.3	-1.2	1.06	-1.3	1.4
- C[C@H](NC(=O)OC(C)(C)C)C(=O)N/N=C/c1cccc2nccnc12
 : -3.6	-2.5	0.889	-5.4	-8.3	1.02	11.1	-4.5
- O=C(NC1CC1)C1CCN(S(=O)(=O)c2ccc(Cl)c([N+](=O)[O-])c2)CC1
 : 26.2	8.7	0.831	10.8	-0.3	0.913	16.9	-5.0
- O=C(c1ccco1)N1N=C2CCCCCC2C1(O)C(F)(F)F (stereo not given)
 : -4.1	1.8	1.05	5.0	-0.8	0.982	-5.5	3.0
- O=[N+]([O-])c1cccc(S(=O)(=O)N/N=C/c2ccc(O)cc2)c1
 : -0.1	-0.9	0.98	0.5	0.9	1.01	2.0	-12.2
- CCOC(=O)CSc1nnc(CNC(=O)c2ccc(OC)cc2OC)n1-c1ccc(OC)cc1
 : -1.8	12.6	0.944	-0.8	-15.4	0.874	5.6	-7.1
- COc1ccc2sc(-c3ccccc3OC)c(-c3ccc(OCCN4CCCC4)cc3)c2c1
 : -5.4	23.1	1.15	-7.5	-3.4	0.769	-14.8	10.0
- COC(=O)c1cccc(NC(=O)Nc2ccccc2OC)c1
 : -4.0	16.5	1.16	19.7	-5.3	0.835	-15.5	-3.8
- O=C(NCc1ccco1)c1c(O)c2cccc3c2n(c1=O)CCC3
 : -2.9	17.5	1.08	-28.2	-9.6	0.825	-8.3	-8.3
- CCOc1c(Br)cc(/C=C2\N=C(C)OC2=O)cc1Br
 : -5.8	11.2	1.03	-3.7	24.1	0.888	-2.7	-1.5
- CCC1CCCCN1C(=O)COc1ccc(N(C)S(=O)(=O)c2ccc(C)cc2)cc1 (stereo not given)
 : 3.0	14.8	1.06	10.3	21.1	0.852	-6.1	15.7
- Cc1cc(-c2ccccc2)nc(N(C)NC(=O)c2ccc(Cl)cc2)c1S(C)(=O)=O
 : 2.3	2.9	0.974	-5.3	4.1	0.971	2.6	-8.0
- Cc1nc(Cl)sc1C(=O)Nc1cc(F)cc(F)c1
 : -4.8	-19.1	0.999	-4.9	-1.6	1.19	0.1	0.7
- O=C(OC(C(=O)NC1CCCC1)c1cccnc1)C1=Cc2ccccc2OC1 (stereo not given)
 : 3.6	9.6	0.968	-15.6	1.3	0.904	3.2	-4.0
- COc1ccc(OC)c(N2Cc3ccccc3C2)c1
 : 0.0	20.1	0.963	23.9	11.8	0.799	3.7	-12.1
- COc1ccc(C2SCCN2C(=S)Nc2cccc(C(F)(F)F)c2)cc1 (stereo not given)
 : -3.5	12.9	1.25	-16.3	8.7	0.871	-25.3	10.7
- COc1ccc(OC)c(C(C[N+](=O)[O-])c2c(C)cc3ccccn23)c1 (stereo not given)
 : -1.7	-3.0	0.926	24.1	-3.2	1.03	7.4	1.1
